Screens: PubChem, Broad Institute
PglD DTNB: C. jejuni PglD acetyltransferase inhibitors, primary screen, biochemical, DTNB colorimetric, single point | UDP-N-acetylbacillosamine N-acetyltransferase PglD (Campylobacter jejuni) | purified PglD enzyme, DTNB colorimetric CoA detection | inhibition, % at 12.5 µM | hit rate 0.098% among 360,000; in the data active means inhibition above about 16%, passing the limit was not always enough; inconclusive means no clear call, values can overlap the other calls; further: strong numbers were not always called active
miR-122 sensor: miR-122 Renilla sensor signal increase in Huh7, primary screen, miR-122 inhibitor project, cell-based, single point, plate reader. Huh7 miR-122 Renilla luciferase sensor, 48 h; neutral wells = 0, positive control = 100. activation (reporter increase), % at 12.5 µM. hit rate 0.3% among 340,000;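 active means mean replicate activation score at least 90 and every replicate individually at or above 90; inconclusive means only one of the two criteria met; inactive means neither criterion met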;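 further: higher luciferase means less miR-122 activity so hits act as miR-122 inhibitors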
Cneo AK release: Cryptococcus neoformans cell lysis inducers, primary screen, AK release luminescence, single concentration. C. neoformans lysis, adenylate kinase release luminescence, 4 h; normalised: neutral wells 0, clomiphene wells 100. lysis activity, % at 15 µM. hit rate 0.2% among 360,000. AID 651654, 2012;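 active means mean lysis activity across replicates of at least 80%, whatever share of replicates individually reach that level; inactive means mean lysis activity below 80%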
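Material – Cryptococcus neoformans yeast cells · Quantity – 5 × 10^6 yeast cells/mL · Buffer or medium – YPD medium · Compound – single dose · Timing – 4 h static compound exposure, 37 °C, read 1 h post-reagent · Signal – adenylate kinase release luminescence · Read-out basis – lysis from increased AK signal · Benchmarks – Clomiphene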
FN deposition inh: inhibitors of fibronectin matrix deposition, primary screen, AH1F cells, Alexa488-fibronectin fluorescence, plate reader. inhibition, % at 12.6 µM. AID 743247, 2014. hit rate 0.086% among 350,000. AH1F fibroblasts, overnight;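 active means mean inhibition across replicates of 30% or more, regardless of how many single replicates reach that level; inconclusive means mean under 30% yet at least half of replicates reach 30%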;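 further: positive control wells lacked labelled fibronectin entirely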
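Measured by – fluorescence 485/525 nm · System – AH1F fibroblast monolayer, labelled fibronectin deposition · Amount – 10000 cells per well · Buffer or medium – serum-reduced DMEM (2% serum) · Doses – single dose, pinned · Also added – fluorescent fibronectin at 24 nM final · Schedule – 1 h cell attachment, overnight exposure to compound and label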
F508del corr: F508del CFTR correction, initial screen, CFBE line, single point; AID 720511, 2013; activity (quench increase), % at 7.58 µM; hit rate 0.36% among 350,000; CFBE cells, YFP halide quenching; stimulated with forskolin plus potentiator P3; % fluorescence drop versus neutral controls;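 active means mean added fluorescence quench of at least 8% versus neutral control, with both replicates also reaching 8%; inconclusive means only one of the mean or replicate conditions met; inactive means mean below 8% and not both replicates reaching 8%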;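 further: cells transiently co-express mutant CFTR-F508del with the halide-sensitive YFP; corrector assay measuring rescue of mutant channel to the surface after 24 h compound exposure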
PGC1a acetyl inh: inhibitors of PGC1a acetylation signal, primary screen, cell-based, U2OS, AlphaScreen, inhibitor mode; hit rate 0.17% among 350,000; AID 651687, 2012; inhibition, % at 15.6 µM; AlphaScreen anti-acetyl-lysine; with virally co-expressed GCN5 acetyltransferase;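 active means every replicate shows inhibition of at least 40%; inconclusive means mean inhibition at least 40% but some replicate below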;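 further: 0% = neutral control wells and 100% = positive control wells; some results beyond the cut were filed as inactive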
C2C12 statin: suppressors of statin myotoxicity in C2C12 myotubes, primary screen, cell-based, single point, plate reader. C2C12 myotubes + simvastatin, ATP luminescence, 48 h; scaled: DMSO 0, geranylgeraniol control 100. rescue of ATP level, % at 7.49 µM. hit rate 0.78% among 330,000. AID 602340, 2012;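 active means mean ATP rescue above about 67%, or every replicate alone reaching that limit, limit read from the data, passing the limit was not always enough; inconclusive means no clear call, values can overlap the other calls; inactive means mean under the limit and some replicate under it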;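 further: myotubes were challenged with 10 µM simvastatin during compound exposure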
INS-1E GSIS act: GLuc luminescence reporter in INS-1E cells, primary screen for activators of glucose-dependent secretion of insulin; activation, % at 16.6 µM; INS-1E GLuc reporter insulin secretion, 2-3 h; hit rate 0.61% among 370,000;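 active means lowest replicate activation of at least 40%, so every replicate reaches that level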;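 further: 0% = median of neutral control wells and 100% = median of IBMX positive control wells; some compounds called inactive have numbers as strong as hits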
* hit, by the source's call; & = joins results of further samples; [ ] = remark or other dose.

For C[C@H]1CN([C@@H](C)CO)C(=O)c2cc(Br)cnc2O[C@H]1CN(C)C(=O)C1CC1 the results were PglD DTNB -12.7&-0.9, miR-122 sensor -2.2, Cneo AK release -0.1&-5.2, FN deposition inh -2.2&0.4, F508del corr 0.6&-2.1&3.4, PGC1a acetyl inh -2.7&-6.4, C2C12 statin 4.0&4.5&2.7 and INS-1E GSIS act 5.1&31.8.
For COc1ccc(N2CCN(c3oc(-c4ccccc4OC)nc3C#N)CC2)cc1 the results were PglD DTNB 1.8, miR-122 sensor -2.7, Cneo AK release -0.6, F508del corr -1.2, PGC1a acetyl inh -28.6, C2C12 statin 23.9 and INS-1E GSIS act -10.7.
For CCCNC(=O)c1ccc(N2CCC3(CC2)CC(c2cccc(Br)c2)=NO3)c(NC(=O)c2ccc(Br)cc2)c1 the results were PglD DTNB 1.9, miR-122 sensor -4.2, Cneo AK release -1.6, FN deposition inh 4.9, F508del corr -1.7, PGC1a acetyl inh 5.4, C2C12 statin -9.9 and INS-1E GSIS act -1.8.
`CCC(=O)N1CC(=O)N2[C@H](C1)[C@@H](c1ccc(C#CC3CCCC3)cc1)[C@@H]2CO` gave FN deposition inh -1.0, F508del corr -6.0, PGC1a acetyl inh -3.8 and INS-1E GSIS act 3.7.
`C[C@@H]1CN([C@H](C)CO)C(=O)c2cc(/C=C/c3ccccc3)cnc2O[C@@H]1CN(C)Cc1ccccc1F` gave PglD DTNB 1.3, miR-122 sensor -1.7[16.7 µM], Cneo AK release -4.6, F508del corr -4.1, PGC1a acetyl inh -2.7, C2C12 statin 11.6 and INS-1E GSIS act -9.3.
Screening CN1CCN(C(=O)C[C@@H]2CC[C@H]3[C@H](COc4ccc(NC(=O)C5CCOCC5)cc4C(=O)N3C)O2)CC1 returned PglD DTNB 4.9, Cneo AK release -2.3, FN deposition inh 0.7, C2C12 statin -2.9 and INS-1E GSIS act 4.0.
`Cc1cc(C)cc(C(=O)NC(CC(N)=O)c2ccc(NCC3CC3)c([N+](=O)[O-])c2)c1` (stereo not drawn) gave PglD DTNB -1.0, Cneo AK release -0.6, FN deposition inh -1.9, F508del corr 1.0, C2C12 statin 8.9 and INS-1E GSIS act 7.4.
For Cc1ccc(C(=O)c2ccccc2C(=O)OCC(=O)NC(C)(C)C)cc1 the results were PglD DTNB 6.2, miR-122 sensor 3.6, Cneo AK release -2.1, FN deposition inh -7.3, F508del corr -1.1, PGC1a acetyl inh 0.4, C2C12 statin -16.3 and INS-1E GSIS act 9.8.
Screening CC(/C=C1\SC(=Nc2cccnc2)NC1=O)=C\c1ccccc1 returned PglD DTNB 4.4, miR-122 sensor 0.3, Cneo AK release 9.1, FN deposition inh -3.3, F508del corr 1.1, PGC1a acetyl inh 3.3, C2C12 statin 4.3 and INS-1E GSIS act 6.0.
For CCOCCCNC(=O)C(C)NS(=O)(=O)c1ccc(C)cc1 (stereo not drawn) the results were PglD DTNB -1.3, miR-122 sensor -1.5, Cneo AK release -0.1, FN deposition inh -8.6 and INS-1E GSIS act 16.0.
`C[C@@H]1CN([C@H](C)CO)C(=O)c2cc(NC(=O)Nc3ccc4c(c3)OCO4)ccc2O[C@H]1CN(C)C(=O)Nc1cccc2ccccc12` gave PglD DTNB -0.1, miR-122 sensor 11.0[16.7 µM], Cneo AK release 4.0, F508del corr 3.4, PGC1a acetyl inh -5.8, C2C12 statin -11.4 and INS-1E GSIS act -2.7.
Screening CCOc1ccccc1C(=O)N1CCC(n2nnc3cc(C)ccc32)CC1 returned PglD DTNB -9.7, miR-122 sensor -1.8, Cneo AK release -6.2, FN deposition inh -0.8, PGC1a acetyl inh 4.5 and C2C12 statin 9.6.
Screening CCOc1ccccc1C(=O)N(Cc1sccc1C)C1CCS(=O)(=O)C1 (stereo not drawn) returned PglD DTNB -5.6, miR-122 sensor -0.6, Cneo AK release -0.4, FN deposition inh 2.8, F508del corr -3.4, PGC1a acetyl inh -3.2 and INS-1E GSIS act 31.9.
`COCCCNC(=O)c1cccc2c(-c3ccc(OC)cc3C)coc12` gave PglD DTNB -6.5, miR-122 sensor -2.7, Cneo AK release -1.4, FN deposition inh 6.5, F508del corr -0.7, PGC1a acetyl inh -21.5, C2C12 statin -14.2 and INS-1E GSIS act -20.4.
Cc1ccc(NC(=O)N2CCc3ccccc3C2)cc1 was read as PglD DTNB -1.5, miR-122 sensor 10.1, Cneo AK release -9.9, PGC1a acetyl inh -6.0 and C2C12 statin -17.8.
O=C(CCNC(=O)c1ccc([N+](=O)[O-])cc1)Nc1cc(C(F)(F)F)ccc1N1CCOCC1 was read as PglD DTNB -2.2, miR-122 sensor 5.8, Cneo AK release -0.5, FN deposition inh 11.8, PGC1a acetyl inh -2.4 and C2C12 statin 2.4.
COc1ccc([N+](=O)[O-])cc1NC(=O)C(C)N1CCN(C(=O)c2ccco2)CC1 (stereo not drawn) was read as PglD DTNB 4.1, miR-122 sensor -11.7, Cneo AK release -0.5, FN deposition inh 1.7, F508del corr 1.6, C2C12 statin -9.5 and INS-1E GSIS act -4.4.
Screening CCCN1C[C@H](C)[C@H](OC)CN(C)C(=O)c2cc(NC(=O)Nc3c(C)noc3C)ccc2OC[C@H]1C returned PglD DTNB 2.1, Cneo AK release -6.0, FN deposition inh -15.1, F508del corr -2.4, PGC1a acetyl inh -0.5, C2C12 statin 1.2 and INS-1E GSIS act -2.7.
Screening O=C1C2C3C=CC(C2C(=O)N1c1ccccc1O)C1C2C(=O)N(c4ccccc4O)C(=O)C2C31 (stereo not drawn) returned PglD DTNB -4.7, miR-122 sensor -0.5, Cneo AK release 0.2, FN deposition inh -1.5, F508del corr -0.1, PGC1a acetyl inh 3.3, C2C12 statin 16.0 and INS-1E GSIS act -7.8.
C[C@H]1CN([C@@H](C)CO)S(=O)(=O)c2ccc(C#CCN(C)C)cc2O[C@H]1CN(C)Cc1cccnc1 was read as PglD DTNB 1.3, miR-122 sensor -7.8[16.7 µM], Cneo AK release 1.5, FN deposition inh -5.5, F508del corr 1.4, PGC1a acetyl inh 2.5, C2C12 statin -12.1 and INS-1E GSIS act 10.0.
CCCC#Cc1ccc2c(c1)O[C@H](CN(C)Cc1cccnc1)[C@@H](C)CN([C@@H](C)CO)S2(=O)=O was read as PglD DTNB 2.2, miR-122 sensor 53.7[16.7 µM], Cneo AK release -4.4, FN deposition inh -5.0, PGC1a acetyl inh -1.7, C2C12 statin -50.4 and INS-1E GSIS act -27.9.
Screening CCCNC(=O)C1(C)CCN(Cc2csc3ccccc23)C1 (stereo not drawn) returned PglD DTNB 6.1, miR-122 sensor 2.5, Cneo AK release 0.3, FN deposition inh -0.4, F508del corr 1.0, C2C12 statin 16.6 and INS-1E GSIS act 8.5.
For COc1ccc(C(=O)NCCc2ccc(Cl)cc2)cc1S(=O)(=O)N1CCCCC1C (stereo not drawn) the results were PglD DTNB 4.0, miR-122 sensor -1.7, Cneo AK release -1.8, FN deposition inh -4.8, F508del corr -0.4, PGC1a acetyl inh 3.8 and C2C12 statin 34.3.
`CC(C)C(NC(=O)c1ccccc1NC(=O)c1ccco1)C(=O)O` (stereo not drawn) gave PglD DTNB 0.9, miR-122 sensor 0.5, Cneo AK release -2.0, PGC1a acetyl inh 6.0, C2C12 statin -14.8 and INS-1E GSIS act -0.1.
For COC(=O)C[C@@H]1CC[C@H]2[C@@H](COC[C@H](O)CN2S(=O)(=O)c2cn(C)cn2)O1 the results were PglD DTNB -1.7, miR-122 sensor -5.3[16.7 µM], Cneo AK release 3.6, FN deposition inh -9.6, F508del corr 0.9, PGC1a acetyl inh 5.5, C2C12 statin -1.2 and INS-1E GSIS act 5.7.
Screening CC(=O)N1CCSc2ccc(S(=O)(=O)Nc3ccc(C)cc3)cc21 returned PglD DTNB 0.2, miR-122 sensor inconclusive, Cneo AK release -2.7, FN deposition inh 20.1, F508del corr 2.8, PGC1a acetyl inh 7.4, C2C12 statin 1.9 and INS-1E GSIS act 2.2.
O=C(c1cc2ccccc2cc1O)N1CCN(c2ccc([N+](=O)[O-])cc2)CC1 was read as PglD DTNB -7.9, miR-122 sensor 3.0, Cneo AK release 0.8, FN deposition inh -0.7, F508del corr 2.4, C2C12 statin 13.2 and INS-1E GSIS act 4.5.
Screening Nc1nnc(SCC(=O)NCCOc2ccccc2)s1 returned PglD DTNB -3.3, miR-122 sensor 1.2, Cneo AK release 1.9, PGC1a acetyl inh -8.5, C2C12 statin 16.5 and INS-1E GSIS act -3.1.
For COc1cc(S(=O)(=O)N2CCN(C(=O)c3ccccc3F)CC2)c(OC)cc1NC(C)=O the results were PglD DTNB -4.2, miR-122 sensor -1.5, Cneo AK release 1.8, PGC1a acetyl inh -9.9 and C2C12 statin 101.8*.
CCCC#Cc1ccc2c(c1)O[C@@H](CN(C)C(C)=O)[C@H](C)CN([C@H](C)CO)S2(=O)=O was read as PglD DTNB 7.6, miR-122 sensor 2.6[16.7 µM], Cneo AK release 58.7, FN deposition inh 7.8, F508del corr 1.6, PGC1a acetyl inh -6.0, C2C12 statin 8.4 and INS-1E GSIS act -8.7.

Retrieved by compound from the entries so far, 2 records:
Screening CCOc1ccccc1C(=O)N(Cc1sccc1C)C1CCS(=O)(=O)C1 (stereo not drawn) returned PglD DTNB -5.6, miR-122 sensor -0.6, Cneo AK release -0.4, FN deposition inh 2.8, F508del corr -3.4, PGC1a acetyl inh -3.2 and INS-1E GSIS act 31.9.
Screening Nc1nnc(SCC(=O)NCCOc2ccccc2)s1 returned PglD DTNB -3.3, miR-122 sensor 1.2, Cneo AK release 1.9, PGC1a acetyl inh -8.5, C2C12 statin 16.5 and INS-1E GSIS act -3.1.

(listing goes on)
For CC(O)Cn1c(N2CCCC2)nc2c1c(=O)[nH]c(=O)n2C (stereo not drawn) the results were PglD DTNB 2.2, Cneo AK release -1.2, FN deposition inh 11.2, F508del corr 0.1, C2C12 statin 3.9 and INS-1E GSIS act 12.0.
O=C(c1ccc2c(c1)OCO2)N1CCCC1 was read as PglD DTNB -2.2, miR-122 sensor -5.8, Cneo AK release 0.4, FN deposition inh -5.6, PGC1a acetyl inh 1.3 and C2C12 statin 4.0.
CCOC(=O)C1CCN(C(=O)c2cccc(S(=O)(=O)N3CCc4ccccc43)c2)CC1 was read as PglD DTNB -2.5, Cneo AK release 3.4, FN deposition inh -1.5, F508del corr -0.7, PGC1a acetyl inh -0.7, C2C12 statin 0.5 and INS-1E GSIS act -34.8.
Screening CC1CCCC(C)N1NC(=O)c1cccc(S(=O)(=O)N2CCc3ccccc32)c1 (stereo not drawn) returned FN deposition inh -12.0, F508del corr -4.1, PGC1a acetyl inh 6.0 and INS-1E GSIS act 4.5.
`c1ccc(CN(Cc2ccccc2)c2ncnc3c2nnn3Cc2ccccc2)cc1` gave PglD DTNB -8.4, miR-122 sensor -2.5, Cneo AK release -1.6, FN deposition inh 0.4, F508del corr 1.4 and PGC1a acetyl inh 10.1.
